CHT inh = inhibitors of human choline transporter CHT; CHT-expressing cells, membrane potential dye, choline response; stronger effect = lower value; 310,000 tested, 0.86% active; B-score at 10 µM; AID 488975, 2010; High affinity choline transporter 1 (Homo sapiens), Q9GZV3;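 active = B-score over 3 SD under the library average, and starting fluorescence ratio not unusually high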;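 note: choline stimulus applied at its EC90 after an EC20 pre-addition; B-score computed on integrated fluorescence ratio after choline addition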
KCNQ2 inh = KCNQ2 potassium channel inhibitors, primary screen, cell-based, CHO-K1, FluxOR thallium flux, B-score (AID 2156). 310,000 tested, 1.1% active. 20 min; stronger effect = lower value. B-score at 10 µM;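 active = fluorescence ratio B-score at most minus 3 library SDs, with starting brightness B-score within 2 library SDs, cut at about -5.5 in these data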
Target sequence (O88943 whole entry, looked up): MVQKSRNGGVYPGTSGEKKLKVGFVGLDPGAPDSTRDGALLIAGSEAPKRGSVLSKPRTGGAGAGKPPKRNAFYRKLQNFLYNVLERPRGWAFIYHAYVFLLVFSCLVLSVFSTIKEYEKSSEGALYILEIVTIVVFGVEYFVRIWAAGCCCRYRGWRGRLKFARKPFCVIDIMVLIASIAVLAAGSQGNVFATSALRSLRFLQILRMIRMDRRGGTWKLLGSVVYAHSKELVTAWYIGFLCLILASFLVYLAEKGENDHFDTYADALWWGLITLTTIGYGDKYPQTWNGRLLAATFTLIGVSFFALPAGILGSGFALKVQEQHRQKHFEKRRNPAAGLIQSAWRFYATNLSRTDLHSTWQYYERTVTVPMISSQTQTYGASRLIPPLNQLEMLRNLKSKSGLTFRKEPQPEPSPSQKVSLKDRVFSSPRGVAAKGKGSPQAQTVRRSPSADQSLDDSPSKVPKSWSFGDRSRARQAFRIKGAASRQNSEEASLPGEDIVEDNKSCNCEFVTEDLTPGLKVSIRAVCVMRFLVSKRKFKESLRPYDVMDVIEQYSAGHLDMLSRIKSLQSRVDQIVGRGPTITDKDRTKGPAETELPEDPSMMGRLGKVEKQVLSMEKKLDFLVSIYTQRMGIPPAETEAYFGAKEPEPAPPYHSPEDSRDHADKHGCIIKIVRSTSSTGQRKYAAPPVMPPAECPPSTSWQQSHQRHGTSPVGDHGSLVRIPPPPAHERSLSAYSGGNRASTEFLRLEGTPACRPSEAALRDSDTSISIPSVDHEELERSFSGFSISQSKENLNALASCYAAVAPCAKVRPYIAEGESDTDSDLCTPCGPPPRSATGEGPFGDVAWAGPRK
* marks the source's active call; other numbers are inactive results; i = inactive; . = not tested or not shown.

SMILES	CHT inh	KCNQ2 inh
COc1ccc(Cl)cc1-c1nc(-c2ccc(NC(=O)c3ccncc3)cc2)no1	i	i
CC(C)OCCCNC(=O)Cn1ccc2cc(S(=O)(=O)N3CCCCCC3)ccc21	i	i
O=C(CC1=NCCNC(c2ccccc2)C1)c1ccccc1O (configuration not stated)	i	i
COc1ccc(C2(C)NC(=O)N(CC(=O)Nc3cccnc3Cl)C2=O)cc1 (configuration not stated)	i	i
Cc1c(C)n(Cc2ccccc2)c2ncnc(NCCCN(C)C)c12	i	i
CN1C(=O)CSc2ccc(C(=O)O)cc21	i	i
COc1ccc(C)cc1CN1C(=O)c2ccccc2C1=O	i	i
O=C(O)CCC(=O)Nc1ccc(NC(=O)c2ccc(Cl)cc2Cl)c(Cl)c1	i	i
CCNCc1cc(Cl)c(OCc2ccccc2)c(OCC)c1	i	i
CCn1cc(C(=O)NCc2ccccn2)c(=O)c2cc(F)c(N3CCN(C)CC3)cc21	i	i
O=C(c1cccs1)N1N=C(c2ccc(O)cc2)CC1c1ccccc1 (configuration not stated)	i	i
O=C(CSCc1c(F)cccc1Cl)NCc1ccco1	i	i
C[n+]1ccc(/C=N/Nc2nc(Cl)c(C#N)c(Cl)c2Cl)cc1	i	i
Cn1c(=O)[nH]c(=O)c2c1nc(N1CCCCC1)n2CCSc1nc2ccccc2o1	i	i
CCCCCn1c(=O)c2ccccc2n2c(CCl)nnc12	i	i
O=C(CSc1ccc2ccccc2c1)Nc1ccncc1	-6*	i
O=C(N/N=C\c1cccnc1)c1ccc(Cl)cc1Cl	i	i
CCc1ccccc1NC(=S)N(CCN(C)C)C(C)c1cccnc1 (configuration not stated)	i	i
CC(C)c1ccc(S(=O)(=O)N2CCN(C(=O)C3CCN(C(=O)c4ccc(F)cc4)CC3)CC2)cc1	i	i
O=C(Oc1cccc(O)c1)C1CCCCC1	i	i
Cn1c(SCC(=O)NC2CC2)nnc1-c1ccccc1Cl	i	i
O=C(Nc1ccccc1C(F)(F)F)c1c(F)cccc1Cl	i	i
CCOC(=O)C1=C(NC(=O)c2ccc(Br)o2)Nc2ccccc2N=C1	i	i
COc1cc(NC(=O)c2cccc(Cl)c2)ccc1NC(=O)c1cccs1	i	i
CCCOc1ccc(C2c3c(oc4cc(C)c(C)cc4c3=O)C(=O)N2CCCN2CCOCC2)cc1 (configuration not stated)	i	i
O=C(C1CC1)N1CCc2cc(Br)cc(S(=O)(=O)N3CCN(c4ccccn4)CC3)c21	i	i
COc1ccc(CCNC(=O)CCCc2ccccc2)cc1OC	i	i
Cc1ccsc1C(=O)NCCc1ccc(S(N)(=O)=O)cc1	i	i
CCOC(=O)CCSc1nc(-c2ccc3c(c2)OCO3)cc(C(F)(F)F)c1C#N	i	i
O=c1oc2ccccc2n1Cc1cccc(C(F)(F)F)c1	i	i
COc1cc(/C=C/C(=O)OCC(=O)Nc2cc(S(=O)(=O)N3CCCCC3)ccc2C)ccc1O	i	i
CC(=O)Oc1ccc(C(=O)[C@H]2[C@H]3C(=O)N(c4ccccc4)C(=O)[C@H]3[C@@H]3C=CC=NN32)cc1	i	i
CC/C(CC(C)(C)c1ccccc1)=N\O	i	i
CC(=O)Nc1c(C)cc(OCC(=O)O)cc1C	i	i
Cc1ccccc1OCC(=O)N/N=C/c1sc(=O)n(Cc2cccc(C(=O)O)c2)c1Cl	i	i
CNC(=O)COC(=O)c1cc2c(s1)CCCC2	i	i
CN(C)Cc1cc(CCNC(=O)c2ccc(Cl)cc2)ccc1O	i	i
CC(=O)N1NC(=Nc2ccccc2)SC1(C)C	i	i
O=C(C(=O)N1CCCCC1)c1c(-c2ccccc2)[nH]c2ccccc12	i	i
Cn1c(=O)c2c(nc(CN3CCN(C(c4ccccc4)c4ccccc4)CC3)n2CC(N)=O)n(C)c1=O	i	i
COc1cc(OC)cc(-c2nn[nH]n2)c1	i	i
Cc1ccc(CNC(=O)CSc2nc3ccccc3[nH]2)cc1	i	i
Cc1cc(C)c(NS(=O)(=O)c2c(C(=O)N3CCOCC3)c(C)n(C)c2C)c(C)c1	i	i
CCC(C)NC(=O)CN1C(=O)C(CC)Sc2ccccc21 (configuration not stated)	i	i
COc1cccc(NC(=O)CN(C)CC(=O)Nc2ccc(Br)cc2)c1	i	i
O=C(c1ccco1)N1CCN(C(c2ccccc2F)c2nnnn2Cc2cccs2)CC1 (configuration not stated)	i	i
O=S(=O)(c1ccc(Br)cc1)n1c(Cc2ccccc2)nc2ccccc21	i	i
COc1ccc(-n2c(-c3ccc(Cl)cc3)c[n+]3c2CCc2ccccc2-3)cc1	i	i
O=C(Nc1ccccc1)c1cc2n(n1)C(C(F)(F)F)CC(C1CC1)N2 (configuration not stated)	i	i
COc1ccc(C(CC(=O)NCc2ccco2)c2ccc(F)cc2)cc1 (configuration not stated)	i	i
CCOC(=O)C1=NN(C(=O)c2ccccc2)C(O)(c2ccc(C)cc2)C1 (configuration not stated)	i	i
Cc1cccc(CCNC(=O)C2CCCN(S(=O)(=O)c3cnc[nH]3)C2)c1 (configuration not stated)	i	i
Cc1ccc(C(=O)N/N=C2/NC(=O)CC(C(=O)Nc3ccccc3)S2)cc1 (configuration not stated)	i	i
Cc1ccc(/C=C/C(=O)Nn2cnnc2)cc1	i	i
CC/C(=N\NC(=O)c1ccc2c(c1)OCO2)c1ccccc1	i	i
Cc1cc(C)c2c(-n3cccc3)c(C(=O)NNS(=O)(=O)c3ccc(Cl)cc3)sc2n1	i	i
CCn1c(=O)c(C(=O)CN2CCc3ccccc32)c(N)n(Cc2ccccc2)c1=O	i	i
Cc1oc(-c2ccccc2Cl)nc1CS(=O)CC(=O)NC1CC1 (configuration not stated)	i	i
CCCC(=O)NCc1ccc2c(c1)cc(C)n2C	i	i
CN(Cc1ncc[nH]1)C(=O)CC1C(=O)NCCN1Cc1c(F)cccc1Cl (configuration not stated)	i	i

Next part.
SMILES	CHT inh	KCNQ2 inh
COc1cccc(OC)c1C(=O)Nc1nc2ccc(S(C)(=O)=O)cc2s1	i	i
Cc1ccc(N2CC(NC(=O)C3CC3)CC2=O)cc1 (configuration not stated)	i	i
FC(F)(F)c1ccc(Cl)c(NC(=S)N/N=C/c2ccccc2Cl)c1	i	i
COc1ccc(C2=NS(=O)(=O)N(C)C(C(=O)NCc3ccccn3)=C2)cc1	i	i
CC(CN1C(C)CCCC1C)OC(=O)c1cccc(Br)c1 (configuration not stated)	i	i
CCc1cccc(NS(=O)(=O)c2csc(C(N)=O)c2)c1	i	i
O=c1c2ccccc2c(C=NCCCN2CCOCC2)c(O)n1Cc1ccc2c(c1)OCO2	i	i
CCNC(=S)N(Cc1ccc2c(c1)OCO2)C1CC(=O)N(c2ccc(F)cc2)C1=O (configuration not stated)	i	i
CC(NC(=O)CCSc1nc(-c2ccc3c(c2)OCO3)cc(C(F)(F)F)n1)c1ccccc1 (configuration not stated)	i	i
CCc1ccc(Nc2nnc(SCC(=O)Nc3ccc(C(=O)O)cc3)s2)cc1	i	i
CC[n+]1ccc2cc(OC)c(OC)cc2c1Cc1ccc(OC)c(OC)c1	i	i
CC(=O)N1CCN(C(=O)COc2ccc(N(C)S(=O)(=O)c3cccs3)cc2)CC1	i	i
CCOc1ccc(-c2ccc(SCC(=O)NC3CCCCC3)nn2)cc1	i	i
Cc1nn(-c2ccccc2)c(Cl)c1/C=N/Nc1nc2ccccc2[nH]1	i	i
COc1ccccc1NC(=O)c1c(C)nc2ccccc2c1C(=O)O	i	i
Oc1ccc(C2=NN(c3ccccc3)C(c3ccc(F)cc3)C2)cc1 (configuration not stated)	i	i
COc1ccccc1NC(=O)Nn1cnnc1	i	i
Cc1ccn(CCNC(=O)C2CCC(=O)N(Cc3ccc(Cl)cc3)C2)n1 (configuration not stated)	i	i
CC1CC(C)CN(C(=O)CNS(=O)(=O)c2cccs2)C1 (configuration not stated)	i	i
CCCCCCC(O)(c1ccccc1)C(CN1CCOCC1)c1ccccc1 (configuration not stated)	i	i
CC(C)(C)OC(=O)N1CCC[C@H]1c1nnc(SCC(=O)Nc2ccc(Br)cc2)o1	i	i
Cn1ccc(C(=O)NC(=S)N2CCSCC2)n1	i	i
COc1ccc(NC(=O)NCc2ccc(Cl)cc2)cc1	i	i
O=C(OCC#CCSc1nnc(-c2ccccc2)o1)c1ccco1	i	i
COCCNc1cc(C)nc2c3c(C)cc(C)nc3nn12	i	i
C=Cn1cc[n+](CC(=O)c2cc(C(C)(C)C)c(O)c(C(C)(C)C)c2)c1	i	i
COc1ccc(CC(=O)Nc2ccc3c(c2)C(=O)N(CCC(=O)O)C3=O)cc1	i	i
COc1ccc(Cl)cc1NC(=O)CN(C)C(=O)c1cc2c(s1)CCC(C)C2 (configuration not stated)	i	i
CC(C)C[C@@]12C(=O)N(c3cccc(Cl)c3)C(=O)N1[C@H](c1ccc(Cl)cc1)[C@@H]1C(=O)N(C3CCCCC3)C(=O)[C@@H]12	i	i
Cn1cccc1C(=O)OCC(=O)Nc1ccc2c(c1)OCO2	i	i
COC(=O)CNC(=O)c1ccc2c(c1)S(=O)(=O)c1ccccc1C2=O	i	i
O=C(CSc1nnc(CNC(=O)c2c(F)cccc2F)o1)NCCc1ccccc1	i	i
Cc1cccnc1NC(=O)c1cccc(S(=O)(=O)N2CCN(c3ccc(F)cc3)CC2)c1	-7*	i
Cc1ccc(Cl)c(OCC(=O)OC(C)C(=O)NC2CC2)c1 (configuration not stated)	i	i
O=c1c2ccccc2nc(SCc2cccc(F)c2)n1Cc1ccco1	i	-6.2*
O=C(O)CC1(CC(=O)Nc2cc3ccccc3cn2)CCCCC1	i	i
Cc1c(NC(=O)c2nn3c(C(F)(F)F)cc(-c4ccccc4)nc3c2Cl)c(=O)n(-c2ccccc2)n1C	i	i
O=C(/C=C/c1cccc(F)c1)Nc1ccc(S(=O)(=O)Nc2ncccn2)cc1	i	i
CCOC(=O)Nc1ccc2c(c1)N(C(=O)CCCl)c1ccccc1[S@]2=O	i	i
O=[N+]([O-])c1ccc(Cc2ccncc2)cc1	i	i
O=C(/C=C/c1ccccc1[N+](=O)[O-])OCC(=O)c1ccccc1	i	i
CC1CCCC(N2CCN(S(=O)(=O)c3ccccc3)CC2)C1 (configuration not stated)	i	i
O=C(Nc1c2c(nn1-c1ccccc1)CS(=O)(=O)C2)c1cc2ccccc2o1	i	i
O=C(O)/C=C/C(=O)Nc1ccc(S(=O)(=O)Nc2nccs2)cc1	i	i
COc1cccc(NC(=O)c2ccc3c(c2)C(=O)N(CC2CCCO2)C3=O)c1 (configuration not stated)	i	i

Not a retest: an excerpt of the list.
SMILES	CHT inh	KCNQ2 inh
COCCNc1cc(C)nc2c3c(C)cc(C)nc3nn12	i	i
C=Cn1cc[n+](CC(=O)c2cc(C(C)(C)C)c(O)c(C(C)(C)C)c2)c1	i	i
COc1ccc(CC(=O)Nc2ccc3c(c2)C(=O)N(CCC(=O)O)C3=O)cc1	i	i
COc1ccc(Cl)cc1NC(=O)CN(C)C(=O)c1cc2c(s1)CCC(C)C2 (configuration not stated)	i	i
CC(C)C[C@@]12C(=O)N(c3cccc(Cl)c3)C(=O)N1[C@H](c1ccc(Cl)cc1)[C@@H]1C(=O)N(C3CCCCC3)C(=O)[C@@H]12	i	i
Cn1cccc1C(=O)OCC(=O)Nc1ccc2c(c1)OCO2	i	i
COC(=O)CNC(=O)c1ccc2c(c1)S(=O)(=O)c1ccccc1C2=O	i	i
O=C(CSc1nnc(CNC(=O)c2c(F)cccc2F)o1)NCCc1ccccc1	i	i
Cc1cccnc1NC(=O)c1cccc(S(=O)(=O)N2CCN(c3ccc(F)cc3)CC2)c1	-7*	i
Cc1ccc(Cl)c(OCC(=O)OC(C)C(=O)NC2CC2)c1 (configuration not stated)	i	i
O=c1c2ccccc2nc(SCc2cccc(F)c2)n1Cc1ccco1	i	-6.2*
O=C(O)CC1(CC(=O)Nc2cc3ccccc3cn2)CCCCC1	i	i
Cc1c(NC(=O)c2nn3c(C(F)(F)F)cc(-c4ccccc4)nc3c2Cl)c(=O)n(-c2ccccc2)n1C	i	i
O=C(/C=C/c1cccc(F)c1)Nc1ccc(S(=O)(=O)Nc2ncccn2)cc1	i	i
CCOC(=O)Nc1ccc2c(c1)N(C(=O)CCCl)c1ccccc1[S@]2=O	i	i
O=[N+]([O-])c1ccc(Cc2ccncc2)cc1	i	i
O=C(/C=C/c1ccccc1[N+](=O)[O-])OCC(=O)c1ccccc1	i	i
CC1CCCC(N2CCN(S(=O)(=O)c3ccccc3)CC2)C1 (configuration not stated)	i	i

Additional records
SMILES	CHT inh	KCNQ2 inh
COCCN(C(=O)C1CCCC1)c1c(N)n(Cc2ccccc2)c(=O)[nH]c1=O	i	i
O=C1Nc2ccc(Cl)cc2/C1=C/C1CC=CCC1 (configuration not stated)	i	i
Cn1nnnc1SCC(=O)Nc1ccccc1Cc1ccccc1	i	i
Cc1ccc(SCCSc2nc(N)cc(=O)[nH]2)cc1	i	i
CC(C)CCN1CN(S(=O)(=O)c2cccs2)c2nc3ccccc3nc21	i	i
CN1CCS/C1=C\C=C1/SC(=S)N(CC(=O)O)C1=O	.	i
CCOc1ccc(CCNC(=O)c2nnn(CC(=O)Nc3ccc(OC)cc3)c2N)cc1OCC	i	i
CC(C)(C)c1c(Cl)c(O)c(-c2ccccc2)c(=O)n1-c1ccccc1	.	i
[N-]=[N+]=NC1c2ccccc2C(=O)N1Cc1ccccc1 (configuration not stated)	i	i
COCCNC(=O)CCCC(=O)NCCOC	i	i
CCO[C@@H]1OC(C(=O)N2CCN(Cc3ccccc3)CC2)=C[C@H](c2ccccc2)[C@H]1CCCO	i	i
ONc1cccnc1-n1nc(C(F)(F)F)cc1C(F)(F)F	i	i
CC(C)CNC(=O)c1cccc(NC(=O)COc2ccc([N+](=O)[O-])cc2)c1	i	i
Cc1cccc(NC(=O)c2cc(NC(=O)C3CCCCC3C(=O)O)ccc2N2CCCCC2)c1 (configuration not stated)	i	.
Cc1ccc2nc(NC(=O)CN3C(=O)C4CC=CCC4C3=O)sc2c1 (configuration not stated)	-5.2*	i
O=C(NCc1nnc(SCC(=O)N2CCCCC2)o1)c1ccc(F)cc1	i	i
COCCNC(=O)/C(C#N)=C/c1c(N2CCN(C)CC2)nc2c(C)cccn2c1=O	i	i
